Screens as filed in PubChem.
PME-1 inh: PME-1 (human) inhibition. Q9Y570. recombinant PME-1, FP-Rh probe fluorescence polarization. inhibition, % at 5.9 µM. 320,000 compounds, 0.53% hits. AID 2130;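 active = inhibition above the campaign mean of all compounds plus 3 SD, cut at about 26% in these data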;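 note: competitive labeling of PME-1 active site by serine hydrolase directed probe; 0% = PME-1 with DMSO and 100% = wells lacking PME-1 enzyme; inhibitors block probe labeling so polarization falls and inhibition rises; many of its hits are not listed in these tables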
TPT1 inh: blocks Candida albicans tRNA 2'-phosphotransferase; inhibition, % at 5 µM; recombinant caTPT1, FP RNA substrate dephosphorylation; 300,000 compounds, 0.81% hits;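 active = inhibition above the mean of all tested compounds plus 3 SD, set per screening campaign, cut at about 24% in these data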;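 note: plate controls were DMSO alone for no effect and ferristatin control at 100 nM for full effect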
Fam108B counter: blocks mouse Fam108B hydrolase in RBBP9 counter-screen. inhibition, % at 9.51 µM. recombinant Fam108B, FP-Rh probe fluorescence polarization. AID 1947. 300,000 compounds, 0.33% hits;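 active = inhibition above the screen mean inhibition plus 3 SD, computed separately per campaign, cut at about 18% in these data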;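 note: inhibitors lower polarization as less probe binds the enzyme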
GSTO1 counter: GSTO1 inhibition, counter-screen for RBBP9 inhibitors; recombinant GSTO1, activity-based probe fluorescence polarization; AID 1974; 300,000 compounds, 1.1% hits; inhibition, % at 5.96 µM;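 active = inhibition above the campaign mean inhibition plus 3 SD, cut at about 35% in these data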;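 note: 0% = GSTO1-1 with DMSO and 100% = wells lacking GSTO1-1 enzyme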
GLD-1 RNA inh: GLD-1-TGE RNA interaction inhibition (C. elegans); Q17339; purified GLD-1 + fluorescein TGE RNA, fluorescence polarization; inhibition, % at 5.96 µM; 320,000 compounds, 0.44% hits; AID 2280;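 active = percent inhibition above a per-plate cutoff, the plate mean of test compounds plus 3 SD, cut at about 30% in these data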;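 note: 0% = DMSO wells with GLD-1 and probe and 100% = wells lacking GLD-1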
Bcl-xL primary: Bcl-xL (human) inhibition | Q07817 | GST-Bcl-xL / FITC-Bim BH3 peptide fluorescence polarization | inhibition, % at 10.9 µM | 320,000 compounds, 0.7% hits | AID 2129;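 active = inhibition above the mean of all tested compounds plus 3 SD, cutoff set per campaign, cut at about 30% in these data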;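 note: 0% = DMSO wells and 100% = unlabeled Bim-BH3 peptide competitor; inhibitors lower millipolarization by displacing the labeled peptide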
Target sequence (Q07817 whole entry, looked up): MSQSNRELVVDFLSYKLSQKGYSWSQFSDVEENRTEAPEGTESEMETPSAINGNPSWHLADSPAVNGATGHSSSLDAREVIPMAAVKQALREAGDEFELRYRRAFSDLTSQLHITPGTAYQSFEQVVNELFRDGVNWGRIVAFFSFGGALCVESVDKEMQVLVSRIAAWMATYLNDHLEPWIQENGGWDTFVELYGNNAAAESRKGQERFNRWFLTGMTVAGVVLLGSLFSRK
MEX-5 binding: C. elegans MEX-5 TCR-2 RNA binding activity. Q9XUB2. 300,000 compounds, 0.38% hits. AID 1832. MEX-5/FITC-TCR2 RNA binding, fluorescence polarization; stronger effect = lower value. activity score (negative = inhibition of binding), % at 10 µM;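 active = inhibition past about -25% in most replicates, and total fluorescence under double the plate's negative control median, limit read from the data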;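 note: 0% = DMSO and -100% = 5 µM competing unlabeled TCR2 RNA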
Target sequence (Q9XUB2 whole entry, looked up): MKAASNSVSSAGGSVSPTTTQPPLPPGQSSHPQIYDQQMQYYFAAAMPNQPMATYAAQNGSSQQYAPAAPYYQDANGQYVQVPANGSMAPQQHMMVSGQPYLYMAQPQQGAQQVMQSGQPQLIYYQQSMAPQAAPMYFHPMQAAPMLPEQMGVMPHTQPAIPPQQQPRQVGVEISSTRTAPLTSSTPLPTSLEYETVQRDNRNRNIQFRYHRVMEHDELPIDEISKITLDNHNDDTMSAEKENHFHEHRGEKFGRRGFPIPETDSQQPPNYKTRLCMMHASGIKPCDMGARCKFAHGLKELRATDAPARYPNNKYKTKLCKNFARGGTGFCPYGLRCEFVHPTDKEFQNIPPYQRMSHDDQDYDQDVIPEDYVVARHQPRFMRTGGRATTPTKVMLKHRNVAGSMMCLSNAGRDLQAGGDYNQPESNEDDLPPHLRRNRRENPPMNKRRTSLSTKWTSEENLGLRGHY
PAD4 inh: inhibitors of human PAD4; 330,000 compounds, 0.41% hits; Q9UM07; inhibition, % at 6.36 µM; recombinant PAD4, RCA probe fluorescence polarization;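 active = percent inhibition above a cutoff equal to the mean of all tested compounds plus 3 SD, cut at about 15% in these data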;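 note: 0% = PAD4 with RCA probe and DMSO and 100% = probe without PAD4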
MCL1-BIM inh: MCL1-BIM-BH3 interaction inhibition (human) | Q07820 | GST-MCL1 / FITC-Bim-BH3 fluorescence polarization | inhibition, % at 10.9 µM | 320,000 compounds, 0.68% hits | AID 2057;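 active = inhibition above the mean inhibition of all tested compounds plus 3 SD, set per campaign, cut at about 40% in these data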;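 note: 0% = DMSO wells and 100% = unlabeled Bim-BH3 peptide control; higher means more loss of mP so more displacement of Bim peptide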
Target sequence (Q07820 whole entry, looked up): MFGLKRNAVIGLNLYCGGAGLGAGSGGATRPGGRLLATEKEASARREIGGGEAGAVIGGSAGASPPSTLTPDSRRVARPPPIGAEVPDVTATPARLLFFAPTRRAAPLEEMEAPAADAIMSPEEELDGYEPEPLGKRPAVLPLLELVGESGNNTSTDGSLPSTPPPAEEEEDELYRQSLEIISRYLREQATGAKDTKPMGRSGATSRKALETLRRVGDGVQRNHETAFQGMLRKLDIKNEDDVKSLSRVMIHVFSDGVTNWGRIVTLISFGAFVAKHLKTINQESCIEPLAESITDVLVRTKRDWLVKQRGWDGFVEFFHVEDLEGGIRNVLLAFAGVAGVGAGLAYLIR
Active calls of the source: *; / = no result given.

SMILES	PME-1 inh	TPT1 inh	Fam108B counter	GSTO1 counter	GLD-1 RNA inh	Bcl-xL primary	MEX-5 binding	PAD4 inh	MCL1-BIM inh
O=C(c1ccccc1[N+](=O)[O-])N1CCCN(C(=O)c2ccccc2[N+](=O)[O-])CC1	-3.4	0.1	-4.1	3.0	3.6	3.1	-2.4	3.1	-3.7
N#Cc1c(NC(=O)CCn2cnc3ccccc3c2=O)oc(-c2ccccc2)c1-c1ccccc1	-6.0	-5.5	0.1	-32.1	3.0	-5.6	0.0	-4.3	-14.6
O=C(NCc1ccco1)c1cnc2n(c1=O)CCS2	4.1	-2.3	1.1	2.0	-1.7	4.2	-1.1	3.9	3.7
O=C(Nc1ccccc1)Nc1ccccc1NS(=O)(=O)c1cccs1	7.8	0.4	2.9	-0.9	0.8	5.5	0.3	4.2	8.4
CCCc1cc(C(=O)Nc2ccn(Cc3ccc(C)cc3)n2)no1	-1.0	-0.1	-3.3	5.5	-2.1	7.1	0.3	-0.8	6.4
COC(=O)CC1C(=O)NCCN1C(=O)CSc1nnc(Nc2ccc(OC)cc2)s1 (configuration not stated)	-2.1	-2.4	1.3	1.1	0.9	4.5	0.1	0.7	1.8
O=C(NCCN1CCCOC1=O)C(=O)NCCN1CCCOC1=O	1.6	-5.9	-4.5	-3.7	-1.2	2.3	0.2	0.6	0.9
COc1ccc(S(=O)(=O)N2CCCN(CC(=O)Nc3ccc(NC(C)=O)cc3)CC2)cc1	1.1	0.3	3.2	5.1	-2.5	0.7	3.3	1.5	1.2
COC(=O)c1ccsc1NC(=O)CCc1ccccc1	4.5	1.8	-3.8	-6.2	0.3	2.6	0.8	-2.5	-5.4
Cc1c(Cl)c([N+](=O)[O-])nn1CC(=O)N1CCCC1	-4.7	-2.6	0.7	1.1	3.4	5.3	-1.2	-6.6	3.8
COc1ccc(-c2nnn(CC(=O)N(CCN3CCOCC3)C(C(=O)NC3CCCC3)c3ccco3)n2)cc1 (configuration not stated)	-0.9	-0.6	5.0	-0.1	5.0	-1.6	1.0	-5.1	1.2
CC1(C)Cc2c(c(N3CCOCC3)nc3sc4c(NCc5ccco5)nnnc4c23)CS1	-11.5	2.5	-11.8	-8.7	-1.9	0.5	-1.1	-4.8	4.6
CSc1ccccc1NC(=O)c1ccccc1	-9.0	-1.1	-1.6	21.8	4.0	4.8	-1.9	1.3	4.0
COc1ccccc1CNC(=O)C(C)n1nc(C)c2c(C)n(-c3ccccc3)nc2c1=O (configuration not stated)	2.9	-0.8	0.3	-1.6	-2.2	2.9	-1.3	-2.6	7.3
O=C(COC(=O)/C=C/c1ccccc1)Nc1cccc(Oc2ccccc2)c1	-45.0	-2.2	-37.0	-3.5	-2.0	3.6	0.0	-3.1	-5.0
O=C(NC(=S)Nc1ccc(S(=O)(=O)Nc2nccs2)cc1)c1ccc(F)c(F)c1	-6.0	-1.4	-1.4	-1.6	-2.6	6.8	-2.0	2.3	6.3
Cc1cc(C)nc(NC(=O)c2ccc(Cl)cc2)n1	-5.8	-5.5	-1.1	4.0	4.4	2.1	-2.2	0.0	-1.9
Cn1c(=O)c2c(-c3ccccc3)n3c4ccccc4ncc3c2n(C)c1=O	7.6	-4.9	-0.1	4.2	7.1	1.6	1.7	2.5	-1.2
CCC1SC2=NC(C)=C(C(=O)OC)C(c3ccc(C)cc3)N2C1=O (configuration not stated)	1.2	1.1	-1.4	3.4	-6.8	0.2	-1.0	3.3	-2.0
COc1ccc(OCC(=O)Nc2ccc(S(=O)(=O)Nc3cc(C)on3)cc2)cc1	-1.3	-0.9	-6.3	8.3	-0.7	5.8	0.5	-3.8	-0.2
CC1(C)Cc2nc3sc4c(N(CCO)CCO)ncnc4c3cc2CO1	3.1	-6.4	5.6	-3.6	-5.8	1.7	0.1	2.6	2.7
COc1ccc(OCC(=O)N/N=C(\C)CC(=O)Nc2cccc([N+](=O)[O-])c2)cc1	3.0	-2.5	-2.3	4.3	-2.8	0.5	-4.5	-2.4	0.5
COc1ccc(N2CCN(C(=O)C3=NNC(=O)CC3)CC2)cc1	-3.9	0.0	-3.6	2.1	5.4	6.2	0.9	0.2	-0.7
O=C(Nc1ccc(S(=O)(=O)NCc2ccccc2)cc1)Nc1ccc2c(c1)OCO2	8.4	-0.9	0.5	-10.8	4.9	4.9	0.8	-1.4	4.3
C=CCn1c(SCC(=O)c2ccc(O)c(O)c2)nnc1-c1ccc(OC)cc1	5.4	/	/	/	-0.7	5.4	/	3.4	23.1
COc1ccc(NC(=O)COC(=O)c2ccc(F)cc2F)cc1	2.5	5.7	-2.8	1.4	1.8	-4.1	-1.9	2.3	1.9
Cc1ccc(N(CC(=O)NCCSCc2ccco2)S(=O)(=O)c2ccc(F)cc2)cc1	-1.1	-3.9	3.2	3.9	-1.5	2.1	0.8	2.7	5.7
CCn1ccnc1CN(C)Cc1cn(-c2cccc(C)c2)nc1-c1cccc(F)c1	2.5	1.6	0.1	-1.2	-1.3	7.4	0.7	-0.1	4.1
O=[N+]([O-])c1ccc(N=NNc2ccccc2)cc1	5.5	3.0	14.4	-1.6	5.0	5.6	-0.3	1.9	12.3
Cc1nc(Oc2ccc(Cl)cc2)c2oc3ccccc3c2n1	2.3	3.9	-2.1	-4.7	4.0	2.7	1.9	4.4	-1.0

Looked up by compound from the list above (2):
SMILES	PME-1 inh	TPT1 inh	Fam108B counter	GSTO1 counter	GLD-1 RNA inh	Bcl-xL primary	MEX-5 binding	PAD4 inh	MCL1-BIM inh
Cc1cc(C)nc(NC(=O)c2ccc(Cl)cc2)n1	-5.8	-5.5	-1.1	4.0	4.4	2.1	-2.2	0.0	-1.9
O=C(NC(=S)Nc1ccc(S(=O)(=O)Nc2nccs2)cc1)c1ccc(F)c(F)c1	-6.0	-1.4	-1.4	-1.6	-2.6	6.8	-2.0	2.3	6.3

Going on with the list.
SMILES	PME-1 inh	TPT1 inh	Fam108B counter	GSTO1 counter	GLD-1 RNA inh	Bcl-xL primary	MEX-5 binding	PAD4 inh	MCL1-BIM inh
Cn1cccc1/C=N/NC(N)=S	0.4	-3.4	-2.0	10.3	0.1	11.2	-1.2	2.5	0.7
Oc1c(C(c2ccco2)N2CCOCC2)sc2ncnn12 (configuration not stated)	1.2	-0.7	2.8	1.9	-2.7	-1.2	-4.9	-3.8	1.4
Cc1onc(-c2ccccc2)c1C(=O)Nc1nncs1	1.8	-1.1	-0.9	3.5	-3.0	1.5	-0.9	4.6	7.2
CCOc1ccc(C(=O)Nn2cnnc2)cc1OCC	0.1	-2.2	-3.4	6.8	1.7	0.8	0.7	-3.7	0.2
CCNC(=O)c1ccc(C2SCC(=O)N2CCc2ccccc2)cc1 (configuration not stated)	-0.3	-5.3	-2.7	-8.0	-5.4	-3.9	1.1	1.4	-0.9
Cc1ccsc1C(=O)N1CCN(c2ncc(C(F)(F)F)cc2Cl)CC1	6.5	-2.9	-3.2	-1.9	2.9	1.9	1.6	-1.4	5.1
CCOc1cc(C)c(Cl)cc1S(=O)(=O)NCCOC	-4.7	-1.9	3.6	2.5	-2.2	-2.3	2.5	-3.1	-6.8
Cc1nn(C)c(Cl)c1CN1CCCC(CO)(Cc2cccc(Cl)c2)C1 (configuration not stated)	-8.2	-0.3	-5.1	2.7	7.7	1.9	1.1	-2.8	-8.0
CC(NC(=O)Nc1ccccc1)C(c1ccccc1)N1CCOCC1 (configuration not stated)	3.2	-3.4	0.0	-1.6	9.1	4.6	-0.6	1.9	7.2
O=C(NC1CCS(=O)(=O)C1)C1C2CC3CC(C2)CC1C3 (configuration not stated)	-13.6	-1.4	3.2	3.1	10.8	1.5	0.3	3.2	-1.6
CCCN(CC(=O)Nc1ccccc1C)C(=O)COC(=O)CSc1ccc([N+](=O)[O-])cc1	28.1*	-3.7	0.7	7.3	7.4	8.8	-1.0	11.9	13.2
FC(F)(F)c1nnc2ccc(N3CCN(c4ccccc4)CC3)nn12	-0.1	2.1	-4.8	-4.3	-6.8	-1.6	-2.4	-0.4	-3.2
CC(C)(C)N(Cc1ccccc1)C(=O)COC(=O)[C@@H]1CCCN1C(=O)c1cccs1	-1.2	1.5	-2.3	0.6	5.1	-5.0	0.2	-1.9	-5.8
CN(c1ccccc1)C1CCCCC1NS(=O)(=O)c1ccc(Cl)cc1 (configuration not stated)	5.9	-0.2	-0.1	1.0	-4.0	4.1	-0.2	-9.2	-0.7
Cc1ccc(CN2C3CCCC2CC(NC(=O)c2ccc(F)cc2)C3)cc1 (configuration not stated)	-0.3	1.1	-1.7	0.9	0.0	1.4	-0.7	-0.8	0.4
OCCCN=c1cc(-c2ccccc2)oc2ccc(Cl)cc12	2.4	1.9	-5.0	-3.9	1.1	3.5	-1.9	-2.2	1.1
COc1cccc(CN(C)C(=O)CCc2nnc(-c3ccsc3)o2)c1	6.4	1.9	-0.8	6.0	5.1	0.3	-0.8	2.9	3.4
COc1ccccc1N1CCN(C(=O)c2c(-c3ccccc3)noc2C)CC1	1.1	-4.6	0.6	4.2	6.8	9.0	-0.2	-2.3	-2.4
Cc1ccc2c(c1)C1CC(C)(O2)N(c2cccc(C(=O)NCc3ccccn3)c2)C(=O)N1 (configuration not stated)	0.2	-3.3	1.7	-4.1	1.4	-2.6	/	-3.5	-4.8
Oc1ccc(-c2cn3c(n2)SCC3)cc1	1.6	-0.9	4.5	8.8	4.0	3.8	-0.4	-0.6	3.3
O=S(=O)(c1ccccc1)C1Cc2ccccc2C1Cl (configuration not stated)	4.4	3.3	4.2	6.2	10.5	4.2	/	-0.1	-0.5
Nc1nc(N)c2ncc(C(=O)CCc3ccccc3)nc2n1	-0.2	41.0*	3.6	-0.7	-1.3	12.8	-11.7	-0.5	8.2
Cc1ccc(C=C2C(=O)c3ccccc3C2=O)s1	-69.0	5.6	-32.8	-8.9	-12.0	11.9	-2.1	-16.5	0.1
COc1ccc(S(=O)(=O)NCCc2ccccc2)cc1	-5.0	1.4	1.1	8.0	-3.2	9.9	0.2	-1.8	11.8
CN(C)C1=NCCN1CCCC1CCCCC1	-2.3	1.5	-6.2	0.2	2.0	2.2	/	-7.5	-0.9
CN1CCN(C(=S)c2ccc(N(C)C)cc2)CC1	-2.4	3.4	-4.1	-0.3	0.9	10.5	-0.5	-0.6	2.5
COc1ccc(CCN(C)C(=O)c2ccc(COc3ccccc3)o2)cc1OC	0.9	5.3	-1.3	-1.3	9.2	1.7	4.5	-4.3	-11.0
Cc1cc(C(=O)COC(=O)c2ccncc2)c(C)n1CCc1ccc(F)cc1	-6.3	6.6	-7.0	13.2	8.5	2.3	-1.5	0.9	2.9
O=C(CSc1ncccn1)NC(=O)NCc1ccccc1	-0.5	-3.4	7.1	-7.0	-2.3	2.5	0.9	-0.5	5.4
COc1ccccc1N1CCN(C(CNS(C)(=O)=O)c2cccnc2)CC1 (configuration not stated)	1.7	1.9	-0.6	-0.4	3.5	-0.3	2.1	-0.5	6.9
COc1cccc(C(=O)OCC(=O)c2c(N)n(C)c(=O)n(C)c2=O)c1	-1.5	/	/	/	0.9	1.8	/	22.0*	-5.4
CC(C)OC(=O)CSc1nnc(-c2cnccn2)n1C	3.6	-1.6	1.2	0.1	2.7	2.1	-1.2	4.4	6.4

Some of the compounds tested (hit frequency here may not be typical).
